RAD52 anneal inh: blocks human RAD52 DNA annealing; P43351; inhibition, % at 18.7 µM; recombinant RAD52 DNA annealing, FRET fluorescence; hit rate 0.46% among 360,000;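 active = every replicate showing at least 50% inhibition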
Target sequence (P43351 whole entry, looked up): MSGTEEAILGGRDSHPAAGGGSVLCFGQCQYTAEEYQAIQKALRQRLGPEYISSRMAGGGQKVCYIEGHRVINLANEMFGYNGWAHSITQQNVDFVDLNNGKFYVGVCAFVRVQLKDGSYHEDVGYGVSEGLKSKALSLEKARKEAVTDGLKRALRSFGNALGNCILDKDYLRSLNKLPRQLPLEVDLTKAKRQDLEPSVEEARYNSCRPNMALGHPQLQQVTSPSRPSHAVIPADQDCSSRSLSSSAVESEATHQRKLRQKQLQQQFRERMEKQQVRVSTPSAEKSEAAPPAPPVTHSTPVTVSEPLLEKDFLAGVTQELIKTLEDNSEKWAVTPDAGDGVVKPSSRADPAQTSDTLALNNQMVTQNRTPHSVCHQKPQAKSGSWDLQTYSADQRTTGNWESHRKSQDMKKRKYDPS
E-sel inducer: E-selectin induction on HUVECs | AID 686992 | hit rate 0.37% among 260,000 | activation, % at 7.58 µM | HUVEC E-selectin immunofluorescence imaging; normalized: neutral wells 0, TNF-alpha wells 100;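 active = mean E-selectin-positive cell signal at least 10% of the positive control, reached in at least 60% of replicates, without over 20% cell loss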;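 also: in these data hits start at about 27%; measured in HUVEC primary endothelial cells; signal is the percent of cells scored E-selectin positive by PE staining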
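Read-out: % PE-positive cells | Test system: HUVEC | Doses: One compound dose added by pin transfer | Buffer or medium: EGM-2 over gelatin coat | Signal: Immunofluorescence imaging | Benchmarks: TNF-alpha, DMSO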
S100A4 MyoIIA: S100A4-myosin IIA interaction inhibition; P26447; S100A4/TAMRA-MyoIIA peptide fluorescence polarization; inhibition, % at 10.7 µM; hit rate 0.14% among 360,000;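 active = mean inhibition of at least 70% across replicates, with every replicate also reaching that level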
Target sequence (P26447 whole entry, looked up): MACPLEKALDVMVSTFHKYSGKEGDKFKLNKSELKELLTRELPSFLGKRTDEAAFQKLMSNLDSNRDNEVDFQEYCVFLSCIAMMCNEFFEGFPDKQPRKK
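Material: S100A4 monomer (human). Medium: Calcium-containing HEPES buffer, pH 7.2. Probe or stimulus: labelled myosin peptide probe, 5 nM. Compound dosing: one concentration per compound. Timing: polarization read 5 min after assay mix addition, stable 5–60 min. Benchmarks: DMSO as neutral control, TFP as positive control.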
XiGFP reactiv: activators of X-chromosome reactivation in mouse fibroblasts. hit rate 0.055% among 360,000. activation, % at 7.58 µM. XiGFP mouse fibroblasts, % GFP-positive cells imaging, 3 d; cells co-treated with 5-aza-dC sensitizer; scaled so ellipticine positive control = 100%;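 active = mean normalized replicate activation at least 10% and every replicate at or above 10%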;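 also: 0% = median of on-plate neutral control wells and 100% = ellipticine 6 µM median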
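System: 68-5-11 XiGFP fibroblast line | Buffer or medium: DMEM containing 5-aza-dC | Compound: Single point | Times: Compounds 3 days, fix/stain 15 min at room temperature | Benchmarks: Positive control ellipticine, 6 µM final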
RAD54 inh: blocks human RAD54 Holliday junction branch migration. inhibition, % at 10.4 µM. AID 602329. Q92698. FAM/BHQ fluorescence. hit rate 0.14% among 360,000;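 active = mean normalized replicate activity at least 40 and at least half of replicates scoring 40 or more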;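 also: 0% = median of neutral control wells and 100% = median of positive control wells; inhibitors cause a drop in the FAM fluorescence signal; in these data hits start at about 50%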
esBAF inh: SWI/SNF esBAF complex inhibition | reporter increase, % at 12.5 µM | AID 602393 | mouse ES cells, Bmi1-luciferase knock-in reporter, 24 h; 100% = twice the neutral-well signal | hit rate 2% among 350,000; in the data active = activation above about 40%;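 also: 0% = median of the plate's neutral control wells and 100% = double that signal; a rise in the Bmi1 reporter signal indicates esBAF inhibition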
ERp5 inh: ERp5 (human) disulfide isomerase inhibition; Q15084; ERp5 insulin aggregation, absorbance 650 nm, 90 min; inhibition, % at 9.99 µM; hit rate 0.05% among 350,000;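 active = mean replicate inhibition above about 25%, with every replicate also reaching it, limit read from the data, passing the limit was not always enough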
Target sequence (Q15084 whole entry, looked up): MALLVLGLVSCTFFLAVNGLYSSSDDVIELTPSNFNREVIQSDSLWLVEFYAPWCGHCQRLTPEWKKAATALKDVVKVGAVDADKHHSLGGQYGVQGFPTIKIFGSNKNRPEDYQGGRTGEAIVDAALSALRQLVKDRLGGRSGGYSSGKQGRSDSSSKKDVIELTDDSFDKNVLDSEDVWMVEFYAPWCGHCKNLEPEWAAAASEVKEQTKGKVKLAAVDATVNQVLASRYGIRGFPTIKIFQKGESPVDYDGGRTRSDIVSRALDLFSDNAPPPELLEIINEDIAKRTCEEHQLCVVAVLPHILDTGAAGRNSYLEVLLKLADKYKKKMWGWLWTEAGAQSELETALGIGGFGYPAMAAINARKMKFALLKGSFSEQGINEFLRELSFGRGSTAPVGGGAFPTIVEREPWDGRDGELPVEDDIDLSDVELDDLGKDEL
ERAP1 HTS inh: ERAP1 (human) enzyme inhibition. AID 652197. hit rate 0.15% among 340,000. recombinant ERAP1, Leu-AMC fluorescence, 60 min. Q9NZ08. inhibition, % at 10.7 µM;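 active = mean replicate inhibition of at least 30%, or all replicates individually reaching that 30% level; inactive = mean below 30% and not every replicate reaching it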;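 also: 0% = neutral control wells and 100% = L-leucinethiol positive control wells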
* = called active by the depositor; x = no result given. Random draw from the library; about 2.5% have a hit in one of these screens.

Values run as follows: RAD52 anneal inh	E-sel inducer	S100A4 MyoIIA	XiGFP reactiv	RAD54 inh	esBAF inh	ERp5 inh	ERAP1 HTS inh
1. CN(C)C(=O)C[C@@H]1CC[C@H]2[C@H](COc3ccc(NC(=O)NCc4ccccc4)cc3C(=O)N2C)O1
→ 6	0.0	7	0.0	3	-7	0	-4
2. COCc1c(C(=O)OC/C(O)=C(\C#N)c2nc3ccccc3[nH]2)oc2ccccc12
→ -29	x	0	0.1	x	x	-4	-9
3. CCOC(=O)N1CCN(CC(O)COc2cc(C)cc(C)c2)CC1 (stereo unspecified)
→ -7	1.9	-2	0.2	0	0	0	1
4. Cc1noc(C)c1S(=O)(=O)Nc1ccc2c(c1)C(=O)N([C@H](C)CO)C[C@H](C)[C@@H](CN(C)Cc1ccc(-c3ccccc3)cc1)O2
→ -17	0.0	1	0.0	3	-3	1	0
5. CCCCSc1nc(C(=O)O)cc(=O)[nH]1
→ -6	-0.2	-4	-0.2	0	-1	-4	x
6. CCN1CCN(S(=O)(=O)c2ccc(S(=O)(=O)N(CC)Cc3ccccc3)cc2)CC1
→ -1	x	-3	x	1	12	6	1
7. CC(C)NC(=O)c1ccc(COc2cc(Cl)ccc2Cl)o1
→ -10	0.0	0	0.0	-4	0	2	0
8. Cc1cc(C(=O)N2CCCC(N3CCN(c4ccccc4C)CC3)C2)nc(C)n1 (stereo unspecified)
→ -4	0.2	1	0.0	-12	-8	6	-8
9. CNC(=O)c1cc(C(=O)c2ccc(C(F)(F)F)cc2)c[nH]1
→ -11	0.1	-1	-0.1	-8	36	0	1
10. CC1(C)Cc2c(sc3nc(C4CC4)n(N)c(=O)c23)CO1
→ -5	x	-1	0.2	x	x	-1	3
11. O=C(O)C1=NN(c2ccccc2)C(=O)C1
→ -16	0.0	0	x	x	x	-5	x
12. CNC[C@@H]1Oc2ccc(NC(=O)Nc3cccc4ccccc34)cc2CC(=O)N([C@H](C)CO)C[C@H]1C
→ -8	3.4	-4	-0.6	-21	4	5	4
13. C[C@@H]1CN([C@@H](C)CO)C(=O)c2cccc(NS(=O)(=O)c3ccc(Cl)cc3)c2O[C@@H]1CN(C)Cc1ccc(Oc2ccccc2)cc1
→ -49	0.0	-13	0.0	-3	1	-6	x
14. CCCCN(CC)CCCNC(=S)Nc1ccc2nc3n(c(=O)c2c1)CCCCC3
→ -5	-1.6	0	0.0	x	x	-6	2
15. CC(C)[C@H](NC(=O)c1cc2cc(Cl)ccc2n1C)C(=O)N1CCC(C(=O)O)CC1
→ -11	x	-10	0.3	-1	8	3	3

3 compounds from above, showing only RAD54 inh and ERAP1 HTS inh:
| cpd | mol | RAD54 inh | ERAP1 HTS inh |
| --- | --- | --- | --- |
| 12 | CNC[C@@H]1Oc2ccc(NC(=O)Nc3cccc4ccccc34)cc2CC(=O)N([C@H](C)CO)C[C@H]1C | -21 | 4 |
| 13 | C[C@@H]1CN([C@@H](C)CO)C(=O)c2cccc(NS(=O)(=O)c3ccc(Cl)cc3)c2O[C@@H]1CN(C)Cc1ccc(Oc2ccccc2)cc1 | -3 | x |
| 14 | CCCCN(CC)CCCNC(=S)Nc1ccc2nc3n(c(=O)c2c1)CCCCC3 | x | 2 |

Profiles, looked up by structure:
CCCCN(CC)CCCNC(=S)Nc1ccc2nc3n(c(=O)c2c1)CCCCC3 reads RAD52 anneal inh: -5; E-sel inducer: -1.6; S100A4 MyoIIA: 0; XiGFP reactiv: 0.0; RAD54 inh: x; esBAF inh: x; ERp5 inh: -6; ERAP1 HTS inh: 2
CNC[C@@H]1Oc2ccc(NC(=O)Nc3cccc4ccccc34)cc2CC(=O)N([C@H](C)CO)C[C@H]1C reads RAD52 anneal inh: -8; E-sel inducer: 3.4; S100A4 MyoIIA: -4; XiGFP reactiv: -0.6; RAD54 inh: -21; esBAF inh: 4; ERp5 inh: 5; ERAP1 HTS inh: 4
CC(C)[C@H](NC(=O)c1cc2cc(Cl)ccc2n1C)C(=O)N1CCC(C(=O)O)CC1 reads RAD52 anneal inh: -11; E-sel inducer: x; S100A4 MyoIIA: -10; XiGFP reactiv: 0.3; RAD54 inh: -1; esBAF inh: 8; ERp5 inh: 3; ERAP1 HTS inh: 3

(next part)
Values run as follows: RAD52 anneal inh	E-sel inducer	S100A4 MyoIIA	XiGFP reactiv	RAD54 inh	esBAF inh	ERp5 inh	ERAP1 HTS inh
16. Cc1ccc(S(=O)(=O)N2CCOCC2)cc1NC(=O)CSc1nnc(NC2CC2)s1
→ -3	0.3	2	0.1	8	-2	-8	0
17. COc1ccc(C(=O)Nc2cc3c(cc2N2CCCCC2)n(C)c(=O)n3C)cc1OC
→ 2	x	-2	0.0	13	-2	4	-4
18. Cc1ccc2oc(=O)c3cc(C(=O)NCCN4CCN(C)CC4)sc3c2c1
→ -7	2.3	8	0.2	29	0	8	x
19. COc1ccc(NC(=O)N[C@H]2CC[C@@H](CCn3cc(-c4ccccc4F)nn3)O[C@@H]2CO)cc1
→ -11	0.6	-5	0.1	0	8	5	-1
20. COc1ccc(NC(=O)CSc2nc(C)cs2)c([N+](=O)[O-])c1
→ 2	x	20	0.0	0	31	-3	-5
21. COC(=O)Nc1ccc2c(c1)N(C(=O)CCCl)c1ccccc1S2
→ -3	x	21	x	-6	2	-13	1
22. CCSc1nnc(NC(=O)CN2C(=O)C3CC=CCC3C2=O)s1 (stereo unspecified)
→ 1	x	-23	0.1	x	x	-3	10
23. S=c1[nH]nc(C2CC2)n1Cc1ccccc1
→ 7	-0.1	31	0.3	x	x	4	0
24. CC1(C)CC[C@]2(C(=O)O[C@@H]3OC(CO)[C@@H](O)[C@H](O)[C@H]3O)CC[C@]3(C)C(=CCC4[C@@]5(C)CC[C@H](O[C@@H]6OC(C(=O)O)[C@@H](O)[C@H](O)[C@H]6O)C(C)(C)C5CC[C@]43C)[C@@H]2C1 (stereo partly specified)
→ -7	x	4	-0.1	-7	-2	-5	-1
25. CCCCOc1ccc(C(=O)NCC(=O)NC2CCN(Cc3ccccc3)CC2)cc1
→ -6	-0.5	0	0.0	5	-4	0	-1
26. CC[C@]12c3[nH]c4ccc(Cl)cc4c3CCN1C(=O)[C@@H](CC(=O)NCCN1CCOCC1)C[C@@H]2C(=O)N1CCN(C(=O)C2CC2)CC1
→ 2	0.0	0	0.1	-2	-2	2	-3
27. C[C@@H]1CCCCO[C@H](CN(C)S(=O)(=O)c2ccc(F)cc2)[C@H](C)CN([C@@H](C)CO)C(=O)c2cc(NS(=O)(=O)c3cn(C)cn3)ccc2O1
→ -6	x	-1	0.0	-1	0	-4	-3
28. Cc1cccc[n+]1CC(=O)/C=C1\N(C)c2ccccc2C1(C)C
→ -53	x	-92	0.1	-11	x	3	15
29. CC1=NN(c2ccc(N)cc2)C(=O)C1
→ -8	x	-1	x	-9	x	-10	3
30. CCC(=O)N1CC[C@@H]2[C@H]1c1cc(-c3ccc(C(=O)N(C)C)cc3)ccc1N[C@@H]2CO
→ -31	0.1	14	0.0	4	0	0	3
31. CCCNC(=O)N(C)C[C@@H]1Oc2ncc(C#Cc3ccccc3F)cc2C(=O)N([C@@H](C)CO)C[C@H]1C
→ -7	-2.6	-54	-0.1	-2	4	-12	1
32. CCOC(=O)C1=C(C)Nc2ccccc2N=C1NC(=O)Cc1ccc(Br)cc1
→ -3	-1.1	1	-0.2	x	x	0	-3
33. O=C1NC(Cc2ccccc2)c2nc3ccc(F)cc3c(=O)n2-c2cc3ccccc3cc21 (stereo unspecified)
→ -9	0.5	0	0.0	-6	7	-2	x
34. COc1ccc2c3c(n(C)c2c1)[C@H](CO)N(CC1CC1)CC31CCN(C(=O)CN2CCOCC2)CC1
→ -53	-0.3	10	0.3	x	x	-2	-1
35. C[C@H]1CN([C@@H](C)CO)C(=O)c2cc(NC(=O)Cc3ccccc3)ccc2O[C@H]1CN(C)S(=O)(=O)c1ccc(Cl)cc1
→ 12	24	10	-0.1	-30	-17	-1	2
36. Cc1ccc(S(=O)(=O)Nc2cccnc2Oc2ccc(Cl)cc2)cc1
→ -10	11	-9	0.2	x	x	2	-2
37. O=C(CCCNC(=O)c1ccc(Cl)cc1)NCc1ccccc1F
→ -15	x	0	0.0	-5	-1	2	-4
38. COc1ccc2c3c([nH]c2c1)[C@@H](CO)N(Cc1cccnc1)CC31CN(C(=O)CN(C)C)C1
→ -7	0.2	-6	-0.1	x	x	-1	-3
39. N#CCC(=O)Nc1ccc(C(=O)OCC(=O)Nc2sc3c(c2C#N)CCCC3)cc1
→ -33	1.3	-3	0.0	0	5	3	-7
40. CCc1ccc(-c2nc(CS(=O)CC(=O)O)c(C)o2)cc1 (stereo unspecified)
→ -7	-0.1	-1	2.8	-1	x	9	3
41. C[C@H](CO)N1C[C@H](C)[C@H](CN(C)S(C)(=O)=O)Oc2ccc(NC(=O)C3CCCCC3)cc2CC1=O
→ -3	-5.7	4	0.2	4	-6	4	-3
42. CCCCN(CC)CCNC(=O)c1cn(C)c(=O)c2c1c1ccccc1n2C
→ 6	0.1	-6	-0.1	18	2	-9	1
43. CC(C)NC(=S)NC(=O)/C=C/c1ccc(F)cc1
→ -8	-2.2	-4	0.2	-6	15	-6	-3
44. COc1ccccc1C(=O)N1C[C@H]2[C@@H](c3ccccc31)[C@@H](CO)N2C(=O)C1CCOCC1
→ -15	-0.2	-21	0.1	-5	-1	-2	1
45. C[C@@H]1CN([C@@H](C)CO)S(=O)(=O)c2ccc(C#Cc3ccncc3)cc2O[C@H]1CN(C)C(=O)Nc1ccc2c(c1)OCO2
→ 2	x	-9	-0.3	-25	4	-1	-1
46. O=c1[nH]c(C2CCN(S(=O)(=O)c3ccc4c(c3)OCCO4)CC2)nc2c1nnn2Cc1ccc(F)cc1
→ -4	1.0	8	0.2	-2	2	2	-8
47. C[C@H](CO)N1C[C@H](C)[C@H](CN(C)C(=O)Nc2ccc(N3CCN(C)CC3)cc2)OCc2cn(nn2)CCCC1=O
→ 16	0.0	25	0.2	0	-3	-1	0
48. COCC#Cc1cnc2c(c1)C(=O)N([C@H](C)CO)C[C@@H](C)[C@@H](CN(C)Cc1ccccc1)O2
→ 3	0.0	16	0.3	3	-4	-1	-2
49. COCCn1c(SCC(=O)Nc2cc(Cl)ccc2OC)nc2c(c1=O)SC(C)C2 (stereo unspecified)
→ -10	0.0	1	0.1	-10	0	-4	-3
50. COc1cc(Br)c(C2C(C#N)=C(N)Oc3n[nH]c(-c4cccnc4)c32)cc1OC (stereo unspecified)
→ -10	x	-5	0.1	x	x	9	5
51. O=C1CNC(=S)N1CCCn1ccnc1
→ -20	1.1	-7	-0.1	-3	2	6	x
52. COc1ccc(CCC(=O)Nc2c(C)n(C)n(-c3ccccc3)c2=O)cc1
→ -13	x	2	-0.2	x	x	4	0
53. Cc1cccc(CCN=c2c([N+](=O)[O-])nn(-c3ccccc3)n2O)c1
→ -8	x	-3	0.2	0	-1	-6	-2
54. CCCN(C)C[C@@H]1Oc2ncc(/C=C/c3ccccc3)cc2C(=O)N([C@H](C)CO)C[C@@H]1C
→ 8	-0.7	4	-1.0	-8	3	7	3
55. CC1CCCC(NC(=O)CN(C)S(=O)(=O)c2cnc[nH]2)C1C (stereo unspecified)
→ -13	x	11	0.0	x	x	1	1
56. COc1ccc(C(=O)C2CCCN(C(=O)Cn3nc(C)cc3C)C2)cc1F (stereo unspecified)
→ -11	-0.2	6	0.5	5	-4	-8	-4
57. C[C@@H]1CN([C@@H](C)CO)C(=O)c2cccc(NC(=O)C3CC3)c2O[C@H]1CN(C)C(=O)Nc1ccc(F)cc1
→ 8	-0.3	-1	0.1	0	-3	0	0

Screening results: PubChem BioAssay, Broad Institute
